# High-throughput results from PubChem BioAssay.
# G9a block – blocks human histone lysine methyltransferase G9a; G9a H3K9 monomethylation, AlphaScreen, 2 h; Potency, µM (series often up to 102 µM), for the others: top-dose activity, negative = inhibition, usual class: inhibitors; 8.8% of 350,000 active; note: % is set by controls: 0 for no effect and ±100 for the full control effect; nearly all actives have a fitted effect of over 75% in size
# Target sequence (Q96KQ7 913-1193 limits assumed): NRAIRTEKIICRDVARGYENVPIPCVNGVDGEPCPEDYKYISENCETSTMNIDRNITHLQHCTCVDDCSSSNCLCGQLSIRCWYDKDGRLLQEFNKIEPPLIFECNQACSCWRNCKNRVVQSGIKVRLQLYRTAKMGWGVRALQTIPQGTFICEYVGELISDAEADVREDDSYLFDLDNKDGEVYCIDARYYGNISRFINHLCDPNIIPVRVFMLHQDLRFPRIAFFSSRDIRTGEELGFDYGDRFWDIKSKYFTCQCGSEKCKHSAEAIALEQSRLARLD
#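 Quantitative HTS format: methyltransferase activity on a biotin-tagged H3K9 peptide is measured by AlphaScreen, using a rabbit anti-monomethyl-H3K9 antibody with streptavidin donor and anti-IgG acceptor beads. Final levels are 20 nM enzyme, 500 nM peptide, 20 uM SAM; 2 h RT.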
# POLK inh – DNA polymerase kappa (human) inhibition. Potency, µM (top dose mostly 107 µM), inactives show at the highest dose activity, negative = inhibition, most hits filed as inhibitors. 0.53% of 400,000 active. Q9UBT6. purified Pol kappa, fluorescent DNA synthesis assay, 10 min. AID 588579; note: % is set by controls: 0 for no effect and ±100 for the full control effect
#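 Readout: fluorescence, taken kinetically at 0 and 10 min. Conditions: 10 nM Pol kappa, 15 min RT compound preincubation, 50 nM substrate final. Controls: enzyme-free buffer wells.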
# POLB inh – DNA polymerase beta (human) inhibition; Pol beta primer extension/strand displacement, fluorescence kinetic; Potency, µM (highest dose often 114 µM), for the others: at the top dose activity change, negative = inhibition, most hits filed as inhibitors; 1.3% of 340,000 active; note: % is set by controls: 0 for no effect and ±100 for the full control effect
#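 10 nM enzyme + cpd, 15 min RT; start with substrate 50 nM final; read 0 min and after 10 min RT. Corrected, normalized data; 4-parameter Hill curve fit.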
# Pol eta inh – DNA polymerase eta (human) inhibition; Q9Y253; recombinant Pol eta, fluorescent DNA replication assay; Potency, µM (titrated, usually from 114 µM), for inactives: at the top dose activity change, negative = inhibition, hits mostly inhibitors; 1.2% of 390,000 active; AID 588591; note: % is set by controls: 0 for no effect and ±100 for the full control effect
#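 Pol eta at 10 nM preincubated with compounds 15 min at room temperature; reaction started with fluorescent substrate (50 nM final) and read kinetically at 0 and 10 min.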
# JMJD2A Tudor – JMJD2A Tudor domain (human) inhibition; Potency, µM (titrated, usually from 114 µM), inactives show at the top dose activity change, negative = inhibition, usual class: inhibitors; O75164; 4.4% of 390,000 active; AlphaScreen JMJD2A-Tudor / H3K4me3 peptide binding; note: % is set by controls: 0 for no effect and ±100 for the full control effect; nearly all actives have a fitted effect of over 50% in size
# APEX1 inh – blocks human APE1 abasic DNA cleavage. P27695. recombinant APE1, TAMRA/BHQ-2 abasic DNA cleavage fluorescence. Potency, µM (top dose mostly 65.8 µM), for inactives: at the top dose activity change, negative = inhibition, most hits filed as inhibitors. 0.35% of 350,000 active. AID 2517;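 note: plate controls were vehicle for no effect and reference inhibitor for full effect; nearly all actives have a fitted effect of over 55% in size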
#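 Enzyme (0.75 nM final) and test compound are incubated 15 min at room temperature before adding 50 nM quenched THF abasic-site duplex. Cleavage dequenches TAMRA, followed at 525/598 nm over three reads one minute apart.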
# BLM helicase inh – blocks DNA unwinding by human BLM helicase; P54132; recombinant BLM DNA unwinding, fluorescence dequenching; Potency, µM (series often up to 56.1 µM), inactives show at the top dose activity change, negative = inhibition, usual class: inhibitors; 0.2% of 350,000 active;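 note: plate controls were vehicle for no effect and no enzyme for full effect; nearly all actives have a fitted effect of over 35% in size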
# POLI inh – blocks human DNA polymerase iota activity | Potency, µM (top dose mostly 115 µM), for inactives: at the highest dose activity, negative = inhibition, most hits filed as inhibitors | 1% of 390,000 active | Pol iota fluorescent replication assay, 10 min | AID 588590
# Target sequence (Q9UNA4 whole entry, looked up): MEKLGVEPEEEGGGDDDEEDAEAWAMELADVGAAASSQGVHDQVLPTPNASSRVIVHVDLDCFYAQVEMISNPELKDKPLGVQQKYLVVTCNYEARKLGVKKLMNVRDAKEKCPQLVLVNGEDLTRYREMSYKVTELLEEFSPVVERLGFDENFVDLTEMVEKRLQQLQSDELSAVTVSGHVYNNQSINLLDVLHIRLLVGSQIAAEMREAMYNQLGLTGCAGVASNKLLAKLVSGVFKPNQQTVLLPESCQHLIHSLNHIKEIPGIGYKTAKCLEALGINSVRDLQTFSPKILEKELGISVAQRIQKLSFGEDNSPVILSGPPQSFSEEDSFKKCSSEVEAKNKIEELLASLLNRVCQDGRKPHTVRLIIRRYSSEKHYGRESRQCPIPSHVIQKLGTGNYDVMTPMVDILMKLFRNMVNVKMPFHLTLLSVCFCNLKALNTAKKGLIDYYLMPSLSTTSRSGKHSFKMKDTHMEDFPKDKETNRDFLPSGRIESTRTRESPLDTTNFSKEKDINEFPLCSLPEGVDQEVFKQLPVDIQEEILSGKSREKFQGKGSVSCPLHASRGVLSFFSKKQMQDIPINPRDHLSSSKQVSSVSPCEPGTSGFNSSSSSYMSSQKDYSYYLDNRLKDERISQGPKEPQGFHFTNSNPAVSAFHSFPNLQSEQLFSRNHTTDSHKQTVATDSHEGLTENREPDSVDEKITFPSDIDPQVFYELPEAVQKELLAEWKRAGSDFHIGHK
#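 Fluorescent replication assay read twice, at 0 min and 10 min after adding 50 nM (final) substrate. Enzyme (10 nM) and compounds were first incubated 15 min at room temperature; enzyme-free buffer wells were negative controls.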
# BAZ2B block – inhibitors of human BAZ2B bromodomain. AlphaScreen BAZ2B-H3K14Ac peptide displacement. Potency, µM (series often up to 114 µM), inactives show top-dose activity change, negative = inhibition, hits mostly inhibitors. 4.4% of 360,000 active. AID 504333; note: % is set by controls: 0 for no effect and ±100 for the full control effect; nearly all actives have a fitted effect of over 60% in size
#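 Compounds, titrated to a top concentration of 110 uM, were incubated 30 min at room temperature with preformed BAZ2B/acetyl-K14 H3 peptide complex (50 nM each). Proximity signal was measured by AlphaScreen after 20 min with beads.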
# * hit, by the source's call; ? = inconclusive; nt = not tested or not shown; & = joins results of further samples; [ ] = dose if it differs, or a comment. Calls come from the whole dose curve; as a rule, active = well fitted curve in the direction sought with a large enough effect; inconclusive = small, poorly fitted or top-dose-only effect, or another doubt; inactive = no such curve, though single readings can be large; an effect the other way counts as inactive or inconclusive. Potency is the fitted concentration of half-maximal effect.
SMILES,G9a block,POLK inh,POLB inh,Pol eta inh,JMJD2A Tudor,APEX1 inh,BLM helicase inh,POLI inh,BAZ2B block
Cc1ccc(CN2CC34C=CC(O3)C(C(=O)NCc3ccc5c(c3)OCO5)C4C2=O)cc1 (configuration not stated),0%[12.7 µM],2%,-2%,-8%,-3%,-1%,-1%,6%,-7%
Cc1nn(CCC#N)c2nc(-c3ccccc3)cc(C(F)(F)F)c12,6%,2%,8%,-16%,3%,0%,-3%,17%,12%
CCn1cc(C(=O)N[C@H](C(=O)NCCCOC)C(C)C)c(=O)c2cc3c(cc21)OCO3,-2%,2%,-7%,-7%,-6%,6%,-5%,12%,-3%
CCOC(=O)C1=C(C)NC2=C(C(=O)CC(C)(C)C2)C1c1ccc(N(C)C)cc1 (configuration not stated),?,-12%,0%,-15%,-34%,-2%,-1%,26%,-36%
O=C(O)c1cccc(S(=O)(=O)N2CCC(n3nnc4cc(C(F)(F)F)ccc43)CC2)c1,-7%,-14%,46%,3%,-13%,-1%,-5%,61%[activator],-11%
Cn1c2ccccc2c(=O)c2cc(C#Cc3ccsc3)ccc21,?,3%,14%,-3%,50%[activator],6%,0%,25%,3%
NS(=O)(=O)c1ccc(CCNC(=S)Nc2ccccc2)cc1,-11%,-8%,2%,-15%,-16%,4%,2%,14%,7%
CCOCCCNC(=O)c1ccc(N(C)S(=O)(=O)c2ccc(OC)cc2)cc1,1%[12.7 µM],-12%,1%,-4%,-9%,-8%,1%,23%,0%
O=C(CSC(=S)N1CCCCC1)c1c(F)cccc1F,nt,7%,3%,-7%,-25%,3%,-4%,18%,-8%
C=CCNc1nc2c(c(=O)[nH]c(=O)n2C)n1CC(O)COc1ccc2ccccc2c1 (configuration not stated),nt,-16%,31%,7%,-9%,-11%,-9%,28%,-3%
Cc1ccc(-c2[nH]c3ccccc3c2SCCNC(=O)c2cc3ccccc3oc2=O)cc1,?,-21%,-10%,-17%,?,-6%,-5%,-1%,-36%
Cc1cc(=O)oc2cc(OCC(=O)N3CCN(c4ccccc4)CC3)c(Cl)cc12,14%,-2%,85%,-2%,-6%,13%,0%,4%,-4%[57.1 µM]
CCc1ccccc1NC(=O)c1ccc(Cn2nc(N3CCN(c4ccccc4)CC3)ccc2=O)o1,?,?,16µM*,-4%,?,nt,-15%,79µM*,-35%
CCCS(=O)(=O)c1c(S(=O)(=O)CCC)c2c(C)cccn2c1C(N)=O,14%[59 µM],-5%,9%,7%,4%,-9%,-8%,-1%,-1%
O=C(NCc1ccc2c(c1)OCO2)c1cc(-c2ccc(Cl)cc2Cl)on1,-13%[0.501 µM],-1%,14%,-11%,-14%,4%,4%,25%,0%
O=C(CSc1nc2ccccc2c(=O)n1Cc1ccccc1)Nc1ccc(Br)cc1C(=O)O,?,-17%,?,89µM*,-28%,13%,-7%,?,50µM*
COc1ccc(C(=O)NCC2CCCO2)cc1 (configuration not stated),-37%,-24%,0%,-2%,-14%,?,-7%,24%,10%
Cc1cc2ccccc2cc(C)c1=O,0%[59 µM],-5%,26%,-6%,3%,-4%,1%,9%,?
CSc1ccc(-c2nc3ccc(C)cn3c2Nc2ccccc2C)cc1,33%[activator][59 µM],3%,40%,-16%,-18%,nt,-6%,29%,nt
CCN1/C(=N\N)c2cccc3cccc1c23,-169%[59 µM],-4%,17%,3%,7.9µM*,13%,-3%,?,7.9µM*
CN1/C(=C/C=C(C#N)C#N)C=Cc2ccccc21,-11%,2%,-4%,-2%,-10%,?,-1%,79µM*,-12%
Cc1nnc(SCC(=O)NCc2ccco2)n1-c1ccc(F)cc1,-4%[59 µM],-6%,1%,-11%,-6%,-1%,0%,-8%,-18%
CC(CCc1ccccc1)NC(=O)CNC(=S)N(Cc1cccs1)C1CCCC1 (configuration not stated),-8%,-5%,-9%,-17%,-16%,-1%,-15%,58%[activator],-15%
CC(C)NC(=O)COC(=O)c1ccccc1C(=O)c1ccccc1,1%,11%,-14%,-2%,-2%,?,-9%,6%,-15%
CC1Cc2ccccc2N1c1ncnc2c1nnn2Cc1ccccc1Cl (configuration not stated),29%[59 µM],-6%,-17%,-18%,10%[11.4 µM],6%,-4%,-10%,21%

# The last two compounds of the part above are carried over, then new ones follow.
SMILES,G9a block,POLK inh,POLB inh,Pol eta inh,JMJD2A Tudor,APEX1 inh,BLM helicase inh,POLI inh,BAZ2B block
CC(C)NC(=O)COC(=O)c1ccccc1C(=O)c1ccccc1,1%,11%,-14%,-2%,-2%,?,-9%,6%,-15%
CC1Cc2ccccc2N1c1ncnc2c1nnn2Cc1ccccc1Cl (configuration not stated),29%[59 µM],-6%,-17%,-18%,10%[11.4 µM],6%,-4%,-10%,21%
C=CCN=c1scc(C)n1/N=C/c1ccc(O)c(O)c1,?,?,2.5µM*,-6%,?,?,-4%,?,40µM*
CCc1ccc2ncc3c(-c4ccccc4)nn(-c4ccccc4)c3c2c1,2%[59 µM],-5%,-4%,-23%,-12%,nt,2%,12%,nt
Cc1cccc2c1-c1sc(C(=O)NCCCN3CCN(c4ccccc4F)CC3)cc1CO2,1%[59 µM],-6%,-19%,-28%,6%,nt,-6%,17%,6%
CCCc1[nH]nc2c1C(c1c(C)nn(-c3ccccc3)c1Cl)C(C#N)=C(N)O2 (configuration not stated),-27%[12.7 µM],-14%,-1%,0%,-23%,-3%,-8%,-10%,-7%
O=C1NCC(NC(=O)C(F)(F)F)c2cc3c(cc21)OCO3 (configuration not stated),-14%,-26%,23%,1%,-5%,1%,-8%,112%[activator],-8%
C(=N\Nc1ncnc2ccccc12)/c1ccccc1,-3%,-5%,4%,-18%,-11%[11.4 µM],0%,-6%,83%[activator],?
COc1nc(-c2ccccc2)ccc1-c1noc(-c2ccccc2Br)n1,-2%[59 µM],?,-16%,-21%,8%,nt,-1%,?,-1%
CCOC(=O)CC(=O)NC(C)(C)CCCCC(C)(C)NC(=O)CC(=O)OCC,6%[0.501 µM],-8%,51%,-12%,-1%,3%,0%,?,0%
Cc1cc(OCC(=O)NCC(O)c2ccccc2)c2c(C)cc(=O)oc2c1 (configuration not stated),67%[activator],-22%,-2%,-13%,-10%,33%,2%,-2%,-3%
COc1ccc(/C=N/c2nc3ccccc3n2CCN2CCCCC2)cc1OC,-40%[59 µM],-2%,1%,1%,-25%,-3%,2%,23%,0%
Cc1n[nH]c(=O)nc1N/N=C/c1ccco1,-40%,-7%,17%,-3%,?,-9%,0%,74%[activator],25µM*
COc1ccc2oc(C(=O)OCC(=O)N3CCCC(C)C3)c(C)c2c1 (configuration not stated),36%[0.501 µM],-14%,nt,-4%,-5%,5%,nt,10%,14%
CC(=O)O/N=C(/c1nonc1N)N1CCN(c2ccc([N+](=O)[O-])cc2Cl)CC1,2%[59 µM],1%,-15%,-10%,-2%,-4%,-3%,-2%,-35%
Cc1nnc(-c2ccccc2)c(=O)n1/N=C/c1c(O)ccc2ccccc12,?,-2%,1%,-14%,56µM*,-2%,1%,15%,25µM*
COc1ccc(-c2nc3c(s2)CN(S(C)(=O)=O)CC3)cc1OC,3%,4%,-8%,-13%,-4%,36%[activator],3%,161%[activator],-13%
O=C(CCNS(=O)(=O)c1ccccc1Cl)N1CCN(c2ccccn2)CC1,-14%[12.7 µM],3%,nt,-9%,0%,18%,nt,15%,11%
CCn1c(CSc2nnc(-c3ccncc3)n2CCOC)nc2cc(C(=O)O)ccc21,-32%,-9%,?,?,3%,-8%,-10%,5%,-22%
C=CCNC(=S)NNC(=O)COc1ccc(Br)cc1,32µM*,-5%,6%,-13%,?,16%,2%,15%,5%
Cn1c(=O)oc2cc(S(=O)(=O)N3CCC(C(=O)NCc4ccc(F)cc4)CC3)ccc21,0%[59 µM],6%&5%,9%&-3%,-1%&-3%,-16%&-8%,0%,-7%&1%,0%&14%,-7%&6%
O=C(COc1ccc(Cl)cc1)NC(=S)Nc1ccccc1N1CCOCC1,2%,-7%,3%,-25%,-23%,18%,-11%,25%,5%
Cc1cc(C)c2c(=O)cc(C(=O)NCc3ccccc3)oc2c1,-19%,-7%,-15%,-4%,-10%,-17%,-10%,114%[activator],-15%
Cc1noc(C)c1NC(=O)N(C)C[C@H]1Oc2c(NS(=O)(=O)c3cccs3)cccc2C(=O)N([C@H](C)CO)C[C@@H]1C,nt,12%,nt,-6%,-10%,4%,nt,27%,nt
CCOc1ccc(CCNC(=O)c2sc3ncccc3c2-n2c(C)ccc2C)cc1,-35%[59 µM],-5%[60.1 µM],-7%,-17%,-29%,nt,-5%,24%,22%

# Rewritten tab-delimited: entries from further up
mol	G9a block	POLK inh	POLB inh	Pol eta inh	JMJD2A Tudor	APEX1 inh	BLM helicase inh	POLI inh	BAZ2B block
CC(=O)O/N=C(/c1nonc1N)N1CCN(c2ccc([N+](=O)[O-])cc2Cl)CC1	2%[59 µM]	1%	-15%	-10%	-2%	-4%	-3%	-2%	-35%
Cc1nnc(-c2ccccc2)c(=O)n1/N=C/c1c(O)ccc2ccccc12	?	-2%	1%	-14%	56µM*	-2%	1%	15%	25µM*
COc1ccc(-c2nc3c(s2)CN(S(C)(=O)=O)CC3)cc1OC	3%	4%	-8%	-13%	-4%	36%[activator]	3%	161%[activator]	-13%
O=C(CCNS(=O)(=O)c1ccccc1Cl)N1CCN(c2ccccn2)CC1	-14%[12.7 µM]	3%	nt	-9%	0%	18%	nt	15%	11%
CCn1c(CSc2nnc(-c3ccncc3)n2CCOC)nc2cc(C(=O)O)ccc21	-32%	-9%	?	?	3%	-8%	-10%	5%	-22%
C=CCNC(=S)NNC(=O)COc1ccc(Br)cc1	32µM*	-5%	6%	-13%	?	16%	2%	15%	5%
Cn1c(=O)oc2cc(S(=O)(=O)N3CCC(C(=O)NCc4ccc(F)cc4)CC3)ccc21	0%[59 µM]	6%&5%	9%&-3%	-1%&-3%	-16%&-8%	0%	-7%&1%	0%&14%	-7%&6%
O=C(COc1ccc(Cl)cc1)NC(=S)Nc1ccccc1N1CCOCC1	2%	-7%	3%	-25%	-23%	18%	-11%	25%	5%
Cc1cc(C)c2c(=O)cc(C(=O)NCc3ccccc3)oc2c1	-19%	-7%	-15%	-4%	-10%	-17%	-10%	114%[activator]	-15%
Cc1noc(C)c1NC(=O)N(C)C[C@H]1Oc2c(NS(=O)(=O)c3cccs3)cccc2C(=O)N([C@H](C)CO)C[C@@H]1C	nt	12%	nt	-6%	-10%	4%	nt	27%	nt
CCOc1ccc(CCNC(=O)c2sc3ncccc3c2-n2c(C)ccc2C)cc1	-35%[59 µM]	-5%[60.1 µM]	-7%	-17%	-29%	nt	-5%	24%	22%

# Not all compounds are listed; count on the stated rates, not on these rows.
